# Compound activity (PubChem BioAssay)
# DT40 TDP1 CPT: growth inhibition of DT40 Tdp1-/-;hTDP1 cells with camptothecin (screen for TDP1 inhibitors); chicken DT40 Tdp1-/-;hTDP1 cells + 20 nM CPT, ATP luminescence, 48 h; Potency, µM (top dose mostly 46.2 µM), without a hit: at the highest dose activity change, negative = growth inhibition, actives largely listed as inhibitors; 420,000 tested, 12% active; AID 686979; further: nearly all actives have a fitted effect of over 55% in size
#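 Chicken DT40 Tdp1-/- cells complemented with human TDP1, 400 cells/well, exposed to compounds plus 20 nM camptothecin for at least 48 h at 37 C; viability read as ATP content by CellTiter-Glo luminescence.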
# TDP1 cell noCPT: qHTS for Inhibitors of human tyrosyl-DNA phosphodiesterase 1 (TDP1): qHTS in cells in absence of CPT | DT40 Tdp1-/- hTDP1 cells, no CPT, ATP luminescence, 48 h | Potency, µM (series often up to 46.2 µM), without a hit: at the top dose activity change, negative = growth inhibition, most hits filed as inhibitors | 420,000 tested, 15% active; further: nearly all actives have a fitted effect of over 55% in size
#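 Seeded 400 DT40-hTDP1 cells/well (vehicle DMSO, no 20 nM CPT); pinned compounds; ≥48 hr at 37 °C; CellTiter-Glo luminescence as viability measure.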
# GCN5L2 inh: inhibitors of human GCN5L2 histone acetyltransferase. 390,000 tested, 0.21% active. Q92830. GCN5L2 HAT assay, ThioGlo1 CoA-SH fluorescence. Potency, µM (series often up to 58.9 µM), for inactives: at the highest dose activity change, negative = inhibition, usual class: inhibitors
# Target sequence (Q92830 whole entry, looked up): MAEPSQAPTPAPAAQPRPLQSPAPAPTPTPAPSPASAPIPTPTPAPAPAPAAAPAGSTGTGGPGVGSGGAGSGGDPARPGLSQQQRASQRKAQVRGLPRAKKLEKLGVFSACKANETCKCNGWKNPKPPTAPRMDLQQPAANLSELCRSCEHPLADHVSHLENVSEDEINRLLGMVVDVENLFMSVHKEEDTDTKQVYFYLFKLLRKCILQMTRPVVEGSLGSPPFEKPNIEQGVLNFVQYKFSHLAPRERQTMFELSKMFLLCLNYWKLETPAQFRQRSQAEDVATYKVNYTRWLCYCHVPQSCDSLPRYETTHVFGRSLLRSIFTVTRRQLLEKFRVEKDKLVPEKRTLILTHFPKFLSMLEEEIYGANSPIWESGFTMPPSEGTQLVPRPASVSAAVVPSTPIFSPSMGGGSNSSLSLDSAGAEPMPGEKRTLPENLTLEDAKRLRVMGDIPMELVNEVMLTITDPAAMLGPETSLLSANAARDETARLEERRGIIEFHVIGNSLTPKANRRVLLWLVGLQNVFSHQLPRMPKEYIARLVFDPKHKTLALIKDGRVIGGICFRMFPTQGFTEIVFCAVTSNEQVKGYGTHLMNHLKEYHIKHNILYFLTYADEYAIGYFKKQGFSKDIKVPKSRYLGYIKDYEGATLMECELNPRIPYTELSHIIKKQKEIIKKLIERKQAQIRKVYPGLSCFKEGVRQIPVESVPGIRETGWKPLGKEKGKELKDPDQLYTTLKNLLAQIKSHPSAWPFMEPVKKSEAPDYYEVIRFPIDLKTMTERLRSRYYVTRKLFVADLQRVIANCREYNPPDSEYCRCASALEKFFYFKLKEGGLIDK
#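 ThioGlo1-coupled HAT assay: 20nM GCN5L2, 70uM acetyl-CoA, 75uM H3(1-25) peptide, pH 7.5. Fluorescence read at 340/540nm at start and after 20 min at room temperature.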
# Numbers without * were called inactive; u = inconclusive; x = no result given; & = joins results of further samples; [ ] = another dose, or the depositor's remark. The call rests on the fitted dose curve; in most records, active means well fitted curve in the direction sought with a large enough effect; inconclusive means small, poorly fitted or top-dose-only effect, or another doubt; inactive means no such curve, though single readings can be large; an effect the other way counts as inactive or inconclusive. On the % scale 0 is the no-effect control and ±100 the full control effect; potency means the concentration at half of the fitted maximal effect.
SMILES,DT40 TDP1 CPT,TDP1 cell noCPT,GCN5L2 inh
CCCC(=O)Nc1ccc(N2CCN(C(=O)c3ccccc3C)CC2)cc1,-15%,u,-7%
COc1ccc(NC(=O)CC(C)S(=O)(=O)c2ccc3c(c2)NC(=O)CO3)cc1OC (centres undefined),-26%,-9%,-2%
CSCC(=O)N1CCC(n2nccc2NC(=O)CCCc2ccccc2)CC1,1%,-4%,-8%
O=C1CSCC(=O)N1c1ccccc1,7%,8%,2%
C=CCN(c1ccccc1)S(=O)(=O)c1ccc2c(c1)NC(=O)C(C)C(=O)N2 (centres undefined),7%,1%,-4%
Cc1nn(C)c(C)c1/C=C(\C#N)S(=O)(=O)c1ccc(F)cc1,-7%,-15%,x
CCCCN(CC)C(=O)C1CCCN(S(=O)(=O)c2cccc3nsnc23)C1 (centres undefined),26µM*,18µM*,-10%
Cc1nn(C(=O)c2ccco2)c(C)c1Sc1ccc(Br)cc1,-11%,2%,-12%
Cc1cccnc1NC(=O)c1cc2c(=O)oc3ccccc3c2s1,-28%,-2%,-1%
CC(C)[C@H](CO)NC(=O)[C@H]1O[C@@H](n2ccc(N)nc2=O)[C@H](O)[C@@H]1O,1%,3%,x
CN(Cc1ccccc1)C(=O)c1cccc(N2C(=O)C3CC=CCC3C2=O)c1 (centres undefined),-20%,-18%,-21%
CN1OC[C@@H]2CN(S(=O)(=O)c3cccc(C(F)(F)F)c3)[C@H](c3ccc(-c4cc5ccccc5o4)cc3)C[C@@H]21,-29%,u,x
COc1ccc2c(c1OC)C(=O)N1c3ccccc3C(=O)OC21 (centres undefined),-4%[9.04 µM],3%[9.04 µM],x
O=C(O)C1CCN(S(=O)(=O)c2ccc(N3CCCC3C(=O)O)c([N+](=O)[O-])c2)CC1 (centres undefined),-4%,28%,1%
O=C(CSc1nn(-c2ccccc2)c(=S)s1)Nn1cnnc1,0%,-1%,-1%
NC(=O)C[C@@H]1N[C@]2(C(=O)Nc3ccccc32)[C@@H]2C(=O)N(C3CCCCC3)C(=O)[C@H]12,-6%,-5%,-1%
CC(NC(=O)C(=O)NCCCn1ccnc1)c1ccccc1 (centres undefined),0%,2%,-5%
COc1ccc(CN(C)S(=O)(=O)c2nnc(NC(=O)c3ccc(C)cc3)s2)cc1OC,8%,-14%,-7%
N#CC1=C2SCC(O)(c3ccccc3)N2C(=O)CC1c1ccccc1 (centres undefined),1.3µM*,1.6µM*,-8%
Nc1nnc(SCC(=O)OCc2ccc(F)cc2)s1,-18%,-4%,23%
CC1(C)CC(=O)C2=C(C1)Nc1ccccc1[S@]2=O,6%,-4%,-8%
COc1ccc(N2C(=O)CSC23CCC(C(C)(C)C)CC3)cc1 (centres undefined),u,18µM*,68%[activator]
O=C(COc1ccc([N+](=O)[O-])cc1)Nc1ccc(NC(=O)c2ccccc2)cc1,-9%,-20%,-2%
CCOC(=O)c1ccc(NC(=S)N(CCCN2CCCC2)Cc2ccco2)cc1,u,u,8%
Cc1ccc(S(=O)(=O)n2nc(-c3ccco3)nc2NCc2ccccc2Cl)cc1,u,u,-11%
O=C(NCc1cccnc1)c1cc2nc(-c3cccs3)cc(C(F)(F)Cl)n2n1,u,u,0%
c1ccc(CN(Cc2ccccc2)C(c2ccnc3ccccc23)c2nnnn2-c2ccc3c(c2)OCCO3)cc1 (centres undefined),u,23µM*,x
CCc1cc(SC#N)ccc1N,-25%,u,-2%
O=S(=O)(c1cnc2ccccc2c1)N1CCN(c2nc(-c3cccs3)nc3ccccc23)CC1,-26%,-21%,x
COCCNC(=O)C1(C)CCCN(Cc2c(C)nn(-c3ccccc3)c2C)C1 (centres undefined),4%,-6%,x
NC(=O)COC(=O)[C@H](Cc1c[nH]c2ccccc12)NC(=O)c1ccc(F)cc1,-14%,-9%,-3%
CC(C)(C)C(=O)NCc1ccc(C(=O)CN2C(=O)NC3(CCCC3)C2=O)s1,-19%,-8%,-11%
O=C1Nc2cc(C(=O)N3CCN(Cc4ccccc4)CC3)ccc2SC1N1CCOCC1 (centres undefined),23µM*,u,-1%
CC(C)c1c(C(=O)N2CCCCC2c2cccnc2)cnn1-c1nccc(-c2cccs2)n1 (centres undefined),-11%[9.04 µM],u,x
CC(c1nc2ccccc2c(=O)[nH]1)N(C)c1ccc2ccccc2c1 (centres undefined),u,u,0%
COc1cccc(CNC(=O)C2CCN(S(=O)(=O)c3ccc4c(ccn4C)c3)CC2)c1,-15%,1%,2%
COc1ccc2oc(=Nc3cccc(F)c3)c(C(N)=O)cc2c1,-12%,u,-12%
CCOc1ccc(OCC)c(NS(=O)(=O)c2c(C(=O)N3CCC(C)CC3)c(C)n(C)c2C)c1,u,u,15%
CCNCCC(=O)N1c2ccccc2Sc2ccc(C(F)(F)F)cc21,u,-56%,-3%
Cc1ccc(OCCn2c(COc3ccc(Cl)cc3)nc3ccccc32)cc1,u,u,-2%
CC1(C)COC(c2cc([N+](=O)[O-])ccc2Cl)=N1,-1%,3%,-5%
Cc1ccc(S(=O)(=O)c2nnn3c2nc(NCCc2ccccc2)c2sccc23)cc1,16µM*,u,-12%
Cc1nc2ccc(S(=O)(=O)N(CC(=O)Nc3ccc(Cl)cc3)Cc3ccccc3)cc2s1,u,15µM*,-1%
C[C@H]1CN([C@@H](C)CO)S(=O)(=O)c2ccc(Br)cc2O[C@@H]1CN(C)C(=O)Nc1ccc2c(c1)OCO2,3%,-29%,x
COc1ccc(S(=O)(=O)N(C)C[C@H]2Oc3ccc(NC(=O)Nc4ccc5c(c4)OCO5)cc3C(=O)N([C@H](C)CO)C[C@@H]2C)cc1,21µM*,u,-8%
COc1ccc(-c2noc(CCC(=O)Nc3cccnc3)n2)cc1,u,u,0%
CSc1ncnc2ncn(C)c12,19%,12%,x
Cc1cccc(-c2nnc(SCC(=O)NC3CC3)n2C)c1,-12%,25%,-1%
O=C(NNC(=S)NC1CC2CCC1C2)c1ccc(Cl)cc1 (centres undefined),u,23µM*,1%
COc1ccc(OCCCn2c(=O)oc3ccccc32)cc1,4%,-15%,2%
Cc1ccc(NC(=O)CN2CCOCC2)cc1S(=O)(=O)N1CCCCC1,5%,0%,-4%
COc1ccc(-c2cc(O)cc(O)c2)cc1,-24%,u,1%
COc1ccccc1NS(=O)(=O)c1cccc(C(=O)NNC(=O)c2ccc(NC(C)=O)cc2)c1,-16%,-6%,-6%
CCOc1ccc(-n2nnnc2SCC(=O)c2ccccc2)cc1,-28%,u,-6%
CN1CCC(N(C)C(=O)c2cccc(S(=O)(=O)N3CCc4ccccc43)c2)CC1,-15%,-8%,-3%
Cc1cccc(NC(=S)NCC23C=CC(O2)C2C(=O)N(c4ccc(Cl)cc4)C(=O)C23)c1 (centres undefined),u,21µM*,-12%
O=S1(=O)[C@H]2C[C@@H]3C=C[C@@]2(CN1Cc1cccc(C(F)(F)F)c1)O3,-7%&-21%,4%&-29%,-1%
CC(C)CC1(C)NC(=O)N(CC(=O)Nc2cccc(S(=O)(=O)N(C)c3ccccc3)c2)C1=O (centres undefined),-20%,u,-2%
COc1ccc(Cc2nnc(SCC(=O)NCC3CCCO3)o2)cc1 (centres undefined),12%,-4%,-4%
N#Cc1ccccc1NC(=O)COC(=O)c1cccs1,-1%,-17%,2%

# Following part.
SMILES,DT40 TDP1 CPT,TDP1 cell noCPT,GCN5L2 inh
COc1ccccc1OCC(=O)Nc1cccc(C(=O)N2CCOCC2)c1,-14%,-5%,0%
CCCN1C2CCCC1CC(NC(=O)c1cccc(OC)c1)C2 (centres undefined),-5%,-4%,1%
Cc1cc(C)c(NC(=O)CS)c(Cl)c1,u,u,-15%
Cc1oc(-c2cccs2)nc1CS(=O)CC(=O)NCCCOC(C)C (centres undefined),-1%,11%,-6%
CC1CCCCC1NC(=O)CSc1nncn1N (centres undefined),8%,-15%,-4%
Cc1cccc(NC2=CC(c3cccc(Br)c3)N(c3cccc(C)c3)C2=O)c1 (centres undefined),u,8.2µM*,-2%
COC(=O)C1=CN(Cc2ccccc2)C=C(C(=O)OC)C1c1ccc(O)c(OC)c1,-14%,u,-13%
CN(C)C(CN=C1NS(=O)(=O)c2ccccc21)c1ccco1 (centres undefined),-29%,-14%,1%
CSCc1c(C(=O)Nc2ccc3c(c2)OCO3)oc2ccccc12,-30%,u,-6%
CCCCN1C(=O)C(CC(=O)NC2CC2)CC(C(=O)N(CC)CC)=C1C (centres undefined),-4%,0%,x
O=C(Cc1ccc([N+](=O)[O-])cc1)N/N=C/c1cccs1,-9%,14%,-4%
COc1ccc(C2N(c3ccc(OC)cc3)C(=S)N3CCCN23)cc1 (centres undefined),-16%,u,-1%
O=C(c1ccccc1)C(Cn1cncn1)C(Sc1ccccc1)c1ccccc1 (centres undefined),u,u,0%
COc1ccc(NC(=S)NC(NC(=O)c2cccc(Cl)c2)C(Cl)(Cl)Cl)c([N+](=O)[O-])c1 (centres undefined),u,u,-15%
CCCCCCn1c(COc2ccccc2F)nnc1SCC(=O)N1c2ccccc2NC(=O)C1(C)C,23µM*,16µM*,-8%
CCOc1ccc2[nH]c(=O)c(CN(CCO)C(=O)CC)cc2c1,-6%,2%,-19%
N#CCCn1c(=O)c(-c2cc(F)cc(F)c2)nc2cnc(Nc3ccccc3)nc21,2%,4%,-4%
CCOCCCN(CC(=O)NC1CCCC1)C(=O)C(=O)Nc1ccc2c(c1)OCCO2,1%,-2%,-7%
Cc1cc(C)n2nc(SCC(=O)N(C)C)nc2n1,1%,-1%,1%
O=C(COC(=O)C1CC1)Nc1ccccc1Sc1ccccc1,-4%,-5%,-5%
Cc1cccnc1NC(=O)c1ccc(C(=O)c2ccccc2)cc1,-4%,3%,3%
CC(C)(C)N1C(=O)c2c(C(=O)OCc3ccccc3)[nH]c(-c3ccccc3)c2C1=O,-27%,-7%,x
CC(=O)c1c(C)n(-c2cccc(C)c2)c2ccc(OC(=O)COc3ccccc3)cc12,u,u,-7%
C=CCn1c(CCCOc2ccc(Cl)cc2Cl)nnc1SCC(=O)Nc1nccs1,u,-26%,7%
CN(C)c1ccc(S(=O)(=O)N2CCCCC2)cc1NC(=O)COc1ccccc1F,u,u,8%
